Screens: PubChem BioAssay, several laboratories
PfHsp90 set2 = reduces growth (ATP signal) of yeast expressing P. falciparum Hsp90; S. cerevisiae expressing PfHsp90, BacTiter-Glo ATP, 48 h; yeast lacking PDR1 and PDR3 efflux regulators; inhibition, % at 9.4 µM; 0.32% of 310,000 active;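 active = every replicate shows inhibition above about 80%, whatever the replicate mean, limit read from the data; inconclusive = mean inhibition reaches the set limit but some replicate falls short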;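 also: 0% = DMSO neutral controls and 100% = 20 µM radicicol positive controls; yeast relying on Plasmodium falciparum Hsp90 in place of its own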
MOR-DOR ag = OPRM1-OPRD1 heterodimerization agonism. AID 504326. P35372+P41143. activation, % at 9.3 µM. cells, luminescence. 0.3% of 340,000 active; in the data active = activation above about 18%;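 also: 0% = vehicle-treated cells and 100% = reference agonist; values of inactives mirror those of a sister screen read the other way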
Pemphigus Ab inh = human desmoglein-3 autoantibody binding inhibition | P32926 | DSG3-coupled beads, scFv-anti-DSG3-GFP binding, flow cytometry; hits give low values | binding (percent of control), % at 10 µM | 0.48% of 310,000 active | AID 588358;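 active = binding more than 3 SD below its plate's average and above zero; inconclusive = below that plate limit but binding exactly zero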;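 also: hits lower antibody fragment binding to DSG3; some compounds called inactive have numbers as strong as hits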
Target sequence (P32926 whole entry, looked up, the tested form may be a part): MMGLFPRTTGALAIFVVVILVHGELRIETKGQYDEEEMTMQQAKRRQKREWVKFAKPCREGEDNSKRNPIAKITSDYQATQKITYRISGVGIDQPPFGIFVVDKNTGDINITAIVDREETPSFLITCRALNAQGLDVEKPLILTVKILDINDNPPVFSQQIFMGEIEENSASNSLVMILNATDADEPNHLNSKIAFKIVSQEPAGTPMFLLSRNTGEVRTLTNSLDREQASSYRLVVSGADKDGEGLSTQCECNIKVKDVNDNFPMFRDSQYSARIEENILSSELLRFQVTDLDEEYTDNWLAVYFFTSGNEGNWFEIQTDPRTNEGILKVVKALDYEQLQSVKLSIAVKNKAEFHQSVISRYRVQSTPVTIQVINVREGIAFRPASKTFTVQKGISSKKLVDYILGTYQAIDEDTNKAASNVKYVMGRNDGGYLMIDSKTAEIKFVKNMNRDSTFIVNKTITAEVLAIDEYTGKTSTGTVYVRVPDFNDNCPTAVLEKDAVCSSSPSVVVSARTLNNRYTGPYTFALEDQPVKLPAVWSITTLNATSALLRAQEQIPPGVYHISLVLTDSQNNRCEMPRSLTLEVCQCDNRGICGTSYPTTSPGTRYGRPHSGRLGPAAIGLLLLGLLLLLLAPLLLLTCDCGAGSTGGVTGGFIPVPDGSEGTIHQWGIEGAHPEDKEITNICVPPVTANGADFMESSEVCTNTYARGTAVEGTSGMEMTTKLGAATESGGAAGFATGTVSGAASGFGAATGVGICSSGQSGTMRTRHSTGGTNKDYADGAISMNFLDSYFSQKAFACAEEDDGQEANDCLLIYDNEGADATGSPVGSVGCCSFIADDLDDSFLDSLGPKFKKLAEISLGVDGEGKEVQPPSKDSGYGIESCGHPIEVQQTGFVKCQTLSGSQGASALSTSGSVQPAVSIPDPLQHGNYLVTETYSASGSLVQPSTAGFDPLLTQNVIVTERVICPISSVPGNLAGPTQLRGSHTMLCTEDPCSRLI
PKA-R1A act = PKA-R1A complex activation; P00514+P68181; PKA-R1A dissociation, Cy5-IP20 fluorescence polarization; scaled: DMSO 0%, 113 µM cGMP 100%; activation, % at 11.4 µM; 0.083% of 340,000 active; AID 504707;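 active = percent activation above the mean of all tested compounds plus 3 SD, cut at about 19% in these data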;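 also: higher means more PKAc released from R1A so a rise in polarization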
MOR-DOR inv ag = inverse agonists of human mu-delta opioid receptor heterodimerization; AID 504357; P35372+P41143; 0.21% of 340,000 active; inhibition, % at 9.3 µM; cell-based MOR-DOR heterodimer luminescence, inverse agonism; in the data active = inhibition above about 22%, passing the limit was not always enough;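 also: 0% = cells with DMSO and 100% = wells without cells with DMSO; values of inactives mirror those of a sister screen read the other way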
phage Ecoli inh = E. coli growth loss with phage present. growth absorbance. inhibition, % at 11.9 µM. 0.26% of 360,000 active. AID 651602; in the data active = inhibition above about 11%
Tat transport = E. coli Tat transport inhibition; AID 488895; E. coli MC4100 TorA-mCherry Tat export, fluorescence; 0.036% of 340,000 active; inhibition, % at 10 µM;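 active = mean replicate inhibition at least 50% and at least half of replicates individually reaching 50%; inconclusive = only one of the two criteria met; inactive = neither criterion met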;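 also: exported cargo escapes ClpAP degradation while cytoplasmic cargo is degraded and loses fluorescence; 0% = median of neutral control wells and 100% = median of NaSCN control wells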
AddAB inh = less growth of phage-infected E. coli with AddAB; E. coli expressing H. pylori AddAB, absorbance growth; inhibition, % at 11.9 µM; 0.29% of 330,000 active; AID 435030; in the data active = inhibition above about 12%;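 also: 0% = vehicle wells of infected cells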
E coli growth = reduces bacterial viability in AddAB counter-screen; E. coli V3065 growth, OD600 absorbance, 18 h; inhibition, % at 11.9 µM; 0.27% of 330,000 active;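 active = inhibition above the campaign's mean inhibition across all tested compounds plus 3 SD, cut at about 9.9% in these data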;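 also: uninfected addAB+ strain grown without phage in ampicillin broth; 0% = DMSO wells and 100% = ciprofloxacin 0.95 µg/ml wells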
SUMO Mot1 rescue = SUMOylation pathway inhibition by Mot1-301 growth rescue; S. cerevisiae Mot1-301 growth rescue, ATP luminescence, 38.5C; percent above DMSO median, 100 means doubled; growth rescue, % at 18.8 µM; 1% of 320,000 active; AID 2716;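 active = every valid replicate shows activation above 250% relative to neutral control wells; inactive = the rest, any valid replicate at or below 250%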;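 also: OY570 slx delta 5 strain wells were the positive control but not used for scaling; some compounds called inactive have numbers as strong as hits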
Arrestin-AP2 inh = inhibitors of human beta-arrestin and AP2 interaction; inhibition, % at 10 µM; 0.31% of 340,000 active; FITC-arrestin peptide / GST-AP2 beads, flow cytometry; AP2 beta2 appendage carries R879A mutation;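 active = inhibition above a set limit, near 3 SD of compounds lacking own fluorescence, cut at about 54% in these data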;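 also: plate controls were DMSO wells for no effect and 5 µM unlabelled arrestin peptide for full effect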
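Material – AP2 appendage R879A on GSH beads · Buffer or medium – PBS with 0.05% Tween 20 and 0.1% BSA · Probe or stimulus – fluorescein-tagged arrestin peptide at 50 nM final · Incubation – compound with beads 12 min RT, then probe 1 h RT · Detection – high-throughput flow cytometry of beads, ex 488, em 535 nm · Evaluation – percent response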
* = called active by the depositor; ? = inconclusive; . = not tested or not shown.

SMILES	PfHsp90 set2	MOR-DOR ag	Pemphigus Ab inh	PKA-R1A act	MOR-DOR inv ag	phage Ecoli inh	Tat transport	AddAB inh	E coli growth	SUMO Mot1 rescue	Arrestin-AP2 inh
CN(C(=O)COC(=O)c1ccc(Cl)nc1)c1c(N)n(Cc2ccccc2)c(=O)[nH]c1=O	-25	-5.0	76	-3	20	1.6	2	0.2	1.2	4	-5
CCC(=NCCc1ccc(OC)c(OC)c1)C1=C(O)CC(C)(C)CC1=O	.	-2.7	121	-2	14	0.2	?	2.8	-1.1	4	6
COc1c(C)cc(C(=O)C2CCCN(C(=O)Cn3nc(C)nc3C)C2)cc1C (stereo unspecified)	20	-2.0	106	4	10	-0.4	-3	-0.3	0.1	1	5
COc1ccc(-c2csc(NC(=O)c3cccc(N4C(=O)CCC4=O)c3)n2)cc1C	-9	1.4	109	-6	-8	1.6	0	2.0	1.5	-10	-19
CCOC(=O)C1=CN(Cc2cccc(F)c2)S(=O)(=O)N(C)C1c1ccccc1 (stereo unspecified)	-8	-3.8	102	-9	19	2.1	5	-0.7	1.2	.	-4
COC(=O)CSc1nc2c(cnn2-c2ccc(Cl)cc2)c(=O)[nH]1	-6	-2.4	98	3	11	-2.0	8	-0.2	-1.7	14	16
O=C1CCCCCN1Cc1ccccc1	.	-3.8	103	-2	19	1.4	6	1.9	-0.7	-2	16
CCC(CO)Oc1cc(NCc2ccc(C)cc2)c2ncn(C(C)C)c2c1 (stereo unspecified)	11	1.9	115	-9	-11	0.4	-3	1.1	-2.0	3	3
NC(=O)N/N=C/c1ccc(-c2cccc(C(F)(F)F)c2)o1	16	-0.6	95	3	3	2.7	1	8.2	2.3	5	-16
CCCCN1CCc2c(c3ccccc3n2Cc2ccccc2)C1	15	1.9	115	0	-9	1.2	-2	0.2	3.4	21	35
Cc1sc(NC(=O)c2cccs2)c(C(N)=O)c1C	-14	-1.2	99	-5	7	-1.9	-2	0.8	-0.4	7	-1
COc1ccc(Br)cc1C(=O)Nc1ccc(N2CCN(S(C)(=O)=O)CC2)cc1	23	1.3	87	0	-8	1.6	5	-1.5	-1.4	24	4
CCn1c(SCC(=O)Nc2ccc(OC)cc2)nnc1-c1ccco1	-15	-2.4	104	-1	14	1.9	-3	3.7	-0.6	71	-1
COc1ccc(C)cc1NC(=O)CSCc1cc(=O)n2c(C)csc2n1	.	-1.0	96	11	6	3.2	-5	.	.	.	4
NCCc1nc(-c2ccccc2)cs1	.	-2.0	114	-3	10	1.5	4	-0.1	-0.5	5	9
CCn1nnnc1SCC(=O)c1ccc(C)cc1	2	-3.0	.	-6	18	3.5	-8	3.1	-0.7	-14	27
Cc1cc(=O)[nH]c(N/N=C/c2ccc(Br)s2)n1	-10	-1.0	100	-2	5	2.0	-1	2.7	-0.7	-8	1
COc1ccc(C(=O)Cn2cnc3ccccc3c2=O)cc1OC	-7	0.8	95	-5	-6	5.2	5	2.0	-0.3	92	3
CCN(C1CCCCC1)S(=O)(=O)CCNC(=O)c1ccccc1	11	-1.3	117	9	7	-1.3	-9	1.5	0.0	-15	-12
CCCCCCNS(=O)(=O)c1nc2nc(C)cc(C)n2n1	-7	-0.9	101	8	6	3.5	-3	-1.0	-0.8	-2	31
Cc1nc2c3ccccc3n(CC#N)c(=O)n2n1	17	-3.4	113	-1	17	1.1	25	6.5	1.4	8	2
Cc1ccc(NC(=O)CNc2ccc(Cl)cc2F)cc1	10	0.5	126	-1	-3	1.2	3	2.2	-0.3	7	-31
CCc1ccc(N(C(=O)C(F)(F)F)C(C(=O)NC2CCCCC2)c2ccncc2)cc1 (stereo unspecified)	-13	-1.6	98	-13	9	-1.4	0	-0.4	3.9	6	-8
O=C(O)c1ccc(N/N=C/c2cccc3cccnc23)cc1	4	-3.2	98	-8	18	1.5	1	0.6	1.6	-5	-14
Cc1ccnc(NC(=O)CCC(=O)N(CC(=O)NC(C)(C)C)c2ccc(F)c(Cl)c2)c1	3	.	.	.	.	2.7	1	-2.9	-1.1	5	39
Clc1ccc2nc(-c3ccccn3)c(Nc3ccc4c(c3)OCO4)n2c1	-4	0.2	95	-4	-1	0.9	-7	2.4	-1.5	69	18
CCn1c(C)nc2cc(C(=O)NNC(=S)NC(=O)c3ccc(OC)cc3)ccc21	60	-2.1	.	12	11	-3.3	-19	-0.7	-6.0	7	43
Cc1cccc(N2C(=O)CC(Cn3nc(C)cc3C)C2=O)c1 (stereo unspecified)	5	-3.0	.	-6	15	3.8	6	0.4	-0.2	-4	3
CC(=O)Nc1ccc(NC(=O)C(C)OC(=O)/C=C/c2cnc3ccccc3n2)cc1 (stereo unspecified)	-12	2.1	91	-8	-11	0.6	-6	0.8	-1.2	110	16
COCCCNC(=O)C(=O)C1C(=O)Nc2ccccc21 (stereo unspecified)	2	-3.6	111	-9	17	2.1	-7	-1.0	0.6	5	9
C/C(NC(=O)c1cccs1)=C1\C(=O)C[C@@H]2[C@H]1C2(C)C	10	3.8	100	-6	-20	-1.9	3	2.5	2.9	4	1
COc1ccc(OCC(=O)NC(CC(=O)O)c2ccc(OC)c(OC)c2)cc1 (stereo unspecified)	0	.	97	.	.	4.1	1	0.5	2.1	334	28
Cc1[nH]n(-c2ccc(Cl)cc2)c(=O)c1C=Nc1ccc(S(=O)(=O)N2CCOCC2)cc1	25	-1.4	107	3	8	1.8	-4	6.3	-0.1	-26	38
CCC(NS(=O)(=O)c1ccc(OC)cc1)C(=O)NCCC1=CCCCC1 (stereo unspecified)	-42	-0.2	100	7	1	3.1	2	0.4	0.1	12	-3
O=C(NC1CC1)C1=C[C@@H](c2coc3ccccc3c2=O)C[C@@H](OCc2ccc(CO)cc2)O1	.	-1.1	106	8	6	2.8	3	2.4	-2.5	-4	-2
[O-]C1=N/[N+](=C/c2ccc(Cl)cc2)CC1	-23	-3.0	101	4	16	2.0	-3	-3.5	-2.5	-15	-4
CCCNC(=O)Nc1nc(CC(=O)OCC)cs1	-3	0.8	98	-13	-5	6.8	2	1.0	-2.1	5	-2
COc1cc(C(=O)Nc2cc(C(F)(F)F)ccc2-n2cncn2)cc(OC)c1OC	-14	-0.1	91	-6	1	0.9	2	-0.2	-0.8	15	0
CCOC(=O)C1=C(C)NC2=C(C(=O)CCC2)C1c1cccnc1 (stereo unspecified)	3	-0.7	.	-10	4	-0.5	2	-0.6	-2.4	-1	11
O=C(c1ccc(S(=O)(=O)N2CCOCC2)cc1)N1CCN(c2ccc(F)cc2)CC1	23	0.1	106	-3	-1	4.2	4	1.4	2.2	-2	23
C/C(=N\NC(=S)Nc1cccc(C)c1)c1ccco1	-17	-1.3	98	-3	8	0.5	-2	-1.4	-3.0	-9	15
Cc1ccc(NC(=O)CCn2ccc([N+](=O)[O-])n2)nc1	-21	-0.2	103	7	1	5.0	-8	5.7	3.4	20	4
O=C(NCCCN1CCCCC1)C1CCCN(c2ncnc3c2nc2n3CCCCC2)C1 (stereo unspecified)	-12	-3.2	104	-3	17	-0.4	-6	-0.5	-2.3	9	-16
COc1ccccc1NC(=O)CSc1nnc(Cc2ccccc2)o1	9	-1.9	98	13	10	1.0	-10	0.3	1.9	5	44
CCc1cccc(C)c1NC(=O)CCCC(=O)O	-20	3.3	115	1	-19	1.7	-12	0.5	-2.6	-8	-16
Cc1ccc(SCC(=O)Nc2ccc(C(=O)Nc3ccc(O)cc3)cc2)cc1	-5	-2.6	102	3	14	1.7	-2	-0.6	-1.4	220	-12
Cc1ccc(SC(C)C(=O)NCc2ccc(F)cc2)cc1 (stereo unspecified)	.	-1.8	112	-4	9	1.4	-4	5.8	-0.7	35	-10

Filtered by structure, the compounds so far containing a Cl atom (7)
SMILES	PfHsp90 set2	MOR-DOR ag	Pemphigus Ab inh	PKA-R1A act	MOR-DOR inv ag	phage Ecoli inh	Tat transport	AddAB inh	E coli growth	SUMO Mot1 rescue	Arrestin-AP2 inh
CN(C(=O)COC(=O)c1ccc(Cl)nc1)c1c(N)n(Cc2ccccc2)c(=O)[nH]c1=O	-25	-5.0	76	-3	20	1.6	2	0.2	1.2	4	-5
COC(=O)CSc1nc2c(cnn2-c2ccc(Cl)cc2)c(=O)[nH]1	-6	-2.4	98	3	11	-2.0	8	-0.2	-1.7	14	16
Cc1ccc(NC(=O)CNc2ccc(Cl)cc2F)cc1	10	0.5	126	-1	-3	1.2	3	2.2	-0.3	7	-31
Cc1ccnc(NC(=O)CCC(=O)N(CC(=O)NC(C)(C)C)c2ccc(F)c(Cl)c2)c1	3	.	.	.	.	2.7	1	-2.9	-1.1	5	39
Clc1ccc2nc(-c3ccccn3)c(Nc3ccc4c(c3)OCO4)n2c1	-4	0.2	95	-4	-1	0.9	-7	2.4	-1.5	69	18
Cc1[nH]n(-c2ccc(Cl)cc2)c(=O)c1C=Nc1ccc(S(=O)(=O)N2CCOCC2)cc1	25	-1.4	107	3	8	1.8	-4	6.3	-0.1	-26	38
[O-]C1=N/[N+](=C/c2ccc(Cl)cc2)CC1	-23	-3.0	101	4	16	2.0	-3	-3.5	-2.5	-15	-4
